TbHK1 inh: Trypanosoma brucei hexokinase 1 inhibitors, primary screen, biochemical, G6PDH-coupled NADH absorbance, MLSCN library; hexokinase 1 [Trypanosoma brucei]; 0.11% of 220,000 active; inhibition, % at 10 µM; recombinant TbHK1, G6PDH-coupled NADH A340;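 active = inhibition of 50% or more in the single-dose primary screen; inactive = inhibition below 50%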
EBV gp42 inh: Epstein-Barr virus gp42 inhibitors, primary screen, biochemical, uHTS, fluorescence polarization; 0.42% of 220,000 active; inhibition, % (tested at 21.74 µM); Fluorescence polarization binding assay, mP read-out; Glycoprotein 42 (Epstein-Barr virus (strain AG876)), Q1HVG2; in the data active = inhibition above about 50%
Target sequence (Q1HVG2 whole entry, looked up): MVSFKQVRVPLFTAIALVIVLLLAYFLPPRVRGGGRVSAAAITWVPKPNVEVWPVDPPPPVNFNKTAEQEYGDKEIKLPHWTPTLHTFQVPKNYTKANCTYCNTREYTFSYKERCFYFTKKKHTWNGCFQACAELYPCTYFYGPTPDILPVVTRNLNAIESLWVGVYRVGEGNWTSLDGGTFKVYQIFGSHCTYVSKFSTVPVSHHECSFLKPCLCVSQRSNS
zfTRPN1 agonist: zebrafish TRPN1 channel agonists, primary screen, cell-based, HEK293, calcium fluorescence. transient receptor potential cation channel N1 (TRPN1/NompC), Danio rerio. HEK293 zebrafish TRPN1-YFP, Fluo-8 calcium fluorescence; 100% = response to 87 µM carbachol. activation, % at 3 µM. 0.18% of 220,000 active;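 active = activation above its plate's cutoff, the mean activation of test wells on that plate plus 3 SD, cut at about 19% in these data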;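 also: 0% = DMSO alone and 100% = 87 µM carbachol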
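Assay system: Zebrafish TRPN1-YFP in HEK293 cells | Incubation: Dye loading 1 h at 37 °C, then 30 min room temperature | Measured by: Kinetic Fluo-8 fluorescence, ex 470-495, em 515-575 nm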
TRPML3 ag: human TRPML3 channel agonists, primary screen, cell-based, HEK293 TRPML3-YFP, Fluo-8 calcium fluorescence, 3 µM; 0.29% of 220,000 active; Mucolipin-3 (Homo sapiens), Q8TDD5; 100% = the carbachol control signal; AID 1448, 2008; activation, % at 3 µM;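 active = activation above its plate's cutoff, the mean activation of the plate's test wells plus 3 SD, cut at about 12% in these data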;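 also: 0% = DMSO only wells and 100% = carbachol wells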
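system = HEK293 cells stably carrying human TRPML3-YFP | doses = one concentration, 3 µM nominal, 0.3% DMSO | timing = dye loading 1 h 37 °C then 30 min ambient, 125 s read | detection = Fluo-8 calcium dye fluorescence, ex 470-495, em 515-575 nm | benchmarks = high control carbachol 87 µM, low control DMSO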
Furin inhibitor: human furin inhibitors, primary screen, biochemical, fluorescence intensity | P09958 | purified furin, fluorogenic substrate cleavage | inhibition, % at 30 µM | 0.061% of 220,000 active | AID 463115, 2010; in the data active = inhibition above about 25%; also: inactives centre near -15
Target sequence (P09958 108-714 limits assumed): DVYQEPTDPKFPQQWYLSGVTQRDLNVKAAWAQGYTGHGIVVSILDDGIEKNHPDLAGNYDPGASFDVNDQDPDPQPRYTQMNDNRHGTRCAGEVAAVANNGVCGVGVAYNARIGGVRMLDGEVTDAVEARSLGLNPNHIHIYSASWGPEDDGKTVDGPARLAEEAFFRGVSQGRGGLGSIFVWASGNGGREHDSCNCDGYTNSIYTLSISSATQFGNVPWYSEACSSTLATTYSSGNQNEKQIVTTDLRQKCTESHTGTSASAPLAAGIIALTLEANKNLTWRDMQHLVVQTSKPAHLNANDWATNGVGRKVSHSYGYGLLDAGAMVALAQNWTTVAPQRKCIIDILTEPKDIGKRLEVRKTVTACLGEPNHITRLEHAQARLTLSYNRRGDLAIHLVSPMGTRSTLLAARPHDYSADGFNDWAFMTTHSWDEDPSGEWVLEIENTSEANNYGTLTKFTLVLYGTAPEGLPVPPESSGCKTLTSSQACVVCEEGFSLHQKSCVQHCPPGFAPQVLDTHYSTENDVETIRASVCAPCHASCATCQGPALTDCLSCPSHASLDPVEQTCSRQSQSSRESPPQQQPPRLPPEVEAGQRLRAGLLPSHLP
Thrombin inh: human alpha-thrombin inhibitors, primary screen, counter-screen for coagulation protease inhibitor project, biochemical, 1536-well, fluorogenic AMC substrate; Prothrombin (Homo sapiens), P00734; inhibition, % at 5 µM; 0.26% of 220,000 active; Boc-VPR-AMC fluorogenic substrate cleavage;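 active = inhibition at or above 40%; inactive = inhibition below 40%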;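 also: 0% = enzyme with no compound and 100% = wells without enzyme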
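System – human alpha-thrombin · Medium – pH 7.5 Tris (50 mM) with NaCl 150 mM, Tween 20 0.05% · Compound – single-point dosing at 5 µM, 0.2% DMSO · Incubation – enzyme reaction carried out at room temperature · Technique – fluorescence of released AMC, ex 355 nm, em 460 nm · Read-out basis – % inhibition of thrombin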
Cl transport mod: KCC2 cotransporter modulators, thallium flux, primary screen, cell-based, HEK293 KCC2, FluoZin-2 fluorescence, MLSMR. 2.2% of 190,000 active. Solute carrier family 12 member 5 (Homo sapiens), Q9H2X9. B-score of Tl+ flux slope (higher = more flux/activation; lower = inhibition) at 10 µM. KCC2 cells, thallium flux FluoZin-2 fluorescence. AID 1456, 2008;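 active = thallium flux slope and its plate-corrected score both differing from the plate sample mean at a set confidence after two filtering rounds, in either direction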;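 also: slope of fluorescence scaled to starting intensity during 10 to 20 s after thallium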
Calpain2 inh: inhibitors of pig calpain II, primary screen, biochemical, fluorogenic peptide substrate, 1536-well; purified calpain II, 30 min; inhibition, % at 16 µM; 0.37% of 220,000 active;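 active = inhibition above about 50%, limit read from the data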
PPC-1+TRAIL kill: compounds killing PPC-1 cancer cells with TRAIL present, primary screen, TRAIL potentiator project, ATPLite luminescence, uHTS; 0.41% of 220,000 active; cell killing (% activity), % at 4 µM; AID 1443, 2008; PPC-1 cells + TRAIL, ATPLite viability luminescence;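 active = cell killing above 50% in the first pass at 4 µM, then a duplicate retest at 5 µM averaging 50% or more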;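 also: plate controls were cells with TRAIL plus DMSO for no effect and medium-only wells lacking cells for full effect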
Numbers without * were called inactive; [ ] = another dose, or the depositor's remark.

For COc1ccccc1CCNC(=O)C1CCCO1 (stereo not drawn) the results were TbHK1 inh -2, EBV gp42 inh -10, zfTRPN1 agonist -0.5, TRPML3 ag 0.2, Furin inhibitor -10[20 µM], Thrombin inh 0, Cl transport mod -1, Calpain2 inh 14 and PPC-1+TRAIL kill 13.
For Cc1cc(C)cc(C(=O)NCC(=O)OCC(=O)NCC(F)(F)F)c1 the results were TbHK1 inh -10, EBV gp42 inh -16, zfTRPN1 agonist -1.4, TRPML3 ag -0.1, Furin inhibitor -14, Thrombin inh -6, Cl transport mod -0.78, Calpain2 inh -12 and PPC-1+TRAIL kill 5.
Cc1c(/C=N/NC(=O)COc2ccccc2[N+](=O)[O-])c2ccccc2n1C was read as TbHK1 inh 21, EBV gp42 inh -9, zfTRPN1 agonist -1.2, TRPML3 ag -0.1, Furin inhibitor -7, Thrombin inh -1, Cl transport mod -0.64, Calpain2 inh -65 and PPC-1+TRAIL kill 31.
For CN(C)c1nccc(N(Cc2ccccc2)Cc2ccccc2)c1C#N the results were TbHK1 inh -8, EBV gp42 inh -6, zfTRPN1 agonist -2.0, TRPML3 ag -1.5, Furin inhibitor -6[20 µM], Thrombin inh 2, Cl transport mod -0.32, Calpain2 inh 25 and PPC-1+TRAIL kill -29.
For CCOc1ccc(Br)cc1CC(=O)O the results were TbHK1 inh 1, EBV gp42 inh -23, zfTRPN1 agonist 0.6, TRPML3 ag 0.2, Furin inhibitor -10[20 µM], Thrombin inh 0, Cl transport mod -0.016 and Calpain2 inh -2.
`CCCC(=O)NC(=S)Nc1ccccc1C(=O)OC` gave TbHK1 inh 0, EBV gp42 inh -3, zfTRPN1 agonist 0.0, TRPML3 ag -0.7, Furin inhibitor -21[20 µM], Thrombin inh -6, Cl transport mod 0.96, Calpain2 inh 12 and PPC-1+TRAIL kill 3.
Screening O=C(c1noc2c1CCCC2)N1CCC(CO)(Cc2ccccc2Cl)CC1 returned TbHK1 inh 4, EBV gp42 inh -8, zfTRPN1 agonist 3.0, TRPML3 ag 0.9, Furin inhibitor -24, Thrombin inh -1, Cl transport mod -0.23, Calpain2 inh 12 and PPC-1+TRAIL kill 9.
For CN(C)CCNC(=O)/C(=C/c1ccc(-c2cccc([N+](=O)[O-])c2)o1)NC(=O)c1ccccc1 the results were TbHK1 inh -38, EBV gp42 inh -27, zfTRPN1 agonist 0.0, TRPML3 ag 0.0, Furin inhibitor 14, Thrombin inh 0, Cl transport mod 0.65, Calpain2 inh 40 and PPC-1+TRAIL kill 29.
For Cc1ccccc1NC(=O)c1ccccc1O the results were TbHK1 inh -15, EBV gp42 inh 1, zfTRPN1 agonist 0.8, TRPML3 ag 3.1, Furin inhibitor -31[20 µM], Thrombin inh 2, Calpain2 inh -5 and PPC-1+TRAIL kill 21.
Screening NC(=O)C1CCN(C(=O)CSc2nc3c(c(-c4ccccc4)n2)CCCC3)CC1 returned TbHK1 inh 3, EBV gp42 inh -8, zfTRPN1 agonist -0.5, TRPML3 ag 0.6, Furin inhibitor -11[20 µM], Thrombin inh -1, Cl transport mod -0.069, Calpain2 inh -17 and PPC-1+TRAIL kill 7.
`CCCSc1nc(C)c(C(C)=O)cc1C#N` gave TbHK1 inh -11, EBV gp42 inh -10, zfTRPN1 agonist -0.9, TRPML3 ag 0.2, Furin inhibitor -5[20 µM], Thrombin inh -9, Calpain2 inh 15 and PPC-1+TRAIL kill 27.
For O=C(Nc1ccc[n+](CC(=O)c2cccc3ccccc23)c1)c1ccccc1 the results were TbHK1 inh 0, EBV gp42 inh -22, zfTRPN1 agonist 0.4, TRPML3 ag 0.6, Furin inhibitor -7, Thrombin inh -4, Cl transport mod 0.35, Calpain2 inh 8 and PPC-1+TRAIL kill 45.
`C=CCn1c(SCC(=O)NCC(=O)OCC)nnc1-c1ccccn1` gave TbHK1 inh 50*, EBV gp42 inh -3, zfTRPN1 agonist 2.4, TRPML3 ag -0.1, Furin inhibitor -11, Thrombin inh 0, Cl transport mod 0.32, Calpain2 inh 5 and PPC-1+TRAIL kill -4.
For Cn1c(N)c(C(=O)COC(=O)CCc2c[nH]c3ccccc23)c(=O)n(C)c1=O the results were TbHK1 inh -4, EBV gp42 inh -9, zfTRPN1 agonist 0.7, TRPML3 ag 0.6, Furin inhibitor -9[20 µM], Thrombin inh -3, Cl transport mod 1.3, Calpain2 inh 22 and PPC-1+TRAIL kill -17.
`CC1CN(S(=O)(=O)c2ccc(C(=O)Nc3ccc(S(=O)(=O)Nc4ncccn4)cc3)cc2)CC(C)O1` (stereo not drawn) gave TbHK1 inh -1, EBV gp42 inh -14, zfTRPN1 agonist -0.6, TRPML3 ag -0.5, Furin inhibitor -12, Thrombin inh -2, Cl transport mod 0.33, Calpain2 inh 0 and PPC-1+TRAIL kill -5.
`CCCCC(=O)Nc1nc(C)c(-c2csc(Nc3cc(OC)ccc3OC)n2)s1` gave TbHK1 inh -8, EBV gp42 inh -4, zfTRPN1 agonist 2.1, TRPML3 ag 1.2, Furin inhibitor -17[20 µM], Thrombin inh -8, Cl transport mod -0.21, Calpain2 inh -28 and PPC-1+TRAIL kill 15.
For CCn1c2ccccc2c2cc(NC(=O)Cc3ccc(S(=O)(=O)N4CCOCC4)s3)ccc21 the results were TbHK1 inh -9, EBV gp42 inh -13, zfTRPN1 agonist -1.6, TRPML3 ag -0.7, Furin inhibitor -14[20 µM], Thrombin inh 9, Cl transport mod 0.42, Calpain2 inh -39 and PPC-1+TRAIL kill 8.
CCCCSc1ncc(C(=O)OCC)c(N)n1 was read as TbHK1 inh -2, EBV gp42 inh -10, zfTRPN1 agonist -1.4, TRPML3 ag -0.2, Furin inhibitor 1[20 µM], Thrombin inh 1, Calpain2 inh -12 and PPC-1+TRAIL kill 12.
Cc1cccc(N2CCN(CC(O)COCc3cccs3)CC2)c1C (stereo not drawn) was read as TbHK1 inh 6, EBV gp42 inh 5, zfTRPN1 agonist -1.0, TRPML3 ag 0.3, Furin inhibitor -8, Thrombin inh -2, Cl transport mod -1.6, Calpain2 inh -1 and PPC-1+TRAIL kill -2.
O=C(C1CCN(S(=O)(=O)c2ccc(F)cc2)CC1)N1CC=C(c2ccccc2)CC1 was read as TbHK1 inh 0, EBV gp42 inh -19, zfTRPN1 agonist 1.4, TRPML3 ag 0.8, Furin inhibitor -17, Thrombin inh 1, Cl transport mod -0.032, Calpain2 inh -155 and PPC-1+TRAIL kill 2.

The list goes on; the last three above are carried over.
CCCCSc1ncc(C(=O)OCC)c(N)n1 was read as TbHK1 inh -2, EBV gp42 inh -10, zfTRPN1 agonist -1.4, TRPML3 ag -0.2, Furin inhibitor 1[20 µM], Thrombin inh 1, Calpain2 inh -12 and PPC-1+TRAIL kill 12.
Cc1cccc(N2CCN(CC(O)COCc3cccs3)CC2)c1C (stereo not drawn) was read as TbHK1 inh 6, EBV gp42 inh 5, zfTRPN1 agonist -1.0, TRPML3 ag 0.3, Furin inhibitor -8, Thrombin inh -2, Cl transport mod -1.6, Calpain2 inh -1 and PPC-1+TRAIL kill -2.
O=C(C1CCN(S(=O)(=O)c2ccc(F)cc2)CC1)N1CC=C(c2ccccc2)CC1 was read as TbHK1 inh 0, EBV gp42 inh -19, zfTRPN1 agonist 1.4, TRPML3 ag 0.8, Furin inhibitor -17, Thrombin inh 1, Cl transport mod -0.032, Calpain2 inh -155 and PPC-1+TRAIL kill 2.
`Cc1ccc(NC(=S)/C(=C(\[O-])c2ccc(C)c([N+](=O)[O-])c2)[n+]2ccccc2)cc1C` gave TbHK1 inh -13, EBV gp42 inh -13, zfTRPN1 agonist -0.2, TRPML3 ag 0.7, Furin inhibitor 2[20 µM], Thrombin inh 1, Cl transport mod 0.031, Calpain2 inh 12 and PPC-1+TRAIL kill -7.
Screening CNC(=S)NNC(=O)c1sccc1OCc1ccc(Cl)cc1Cl returned TbHK1 inh -4, EBV gp42 inh -16, zfTRPN1 agonist 0.5, TRPML3 ag 0.9, Furin inhibitor -18[20 µM], Thrombin inh -2, Calpain2 inh 3 and PPC-1+TRAIL kill -5.
For Cc1onc(-c2ccccc2)c1C(=O)Nc1ccccc1N1CCOCC1 the results were TbHK1 inh -2, EBV gp42 inh 22, zfTRPN1 agonist -2.7, TRPML3 ag -0.7, Furin inhibitor -4, Thrombin inh -4, Cl transport mod -1.6, Calpain2 inh -7 and PPC-1+TRAIL kill 10.
Screening CCOc1ccc(NC(=O)COc2ccccc2)c([N+](=O)[O-])c1 returned TbHK1 inh 2, EBV gp42 inh 4, zfTRPN1 agonist -2.0, TRPML3 ag 0.3, Furin inhibitor -14, Thrombin inh -4, Cl transport mod 1.4, Calpain2 inh -4 and PPC-1+TRAIL kill 22.
Screening COc1cccc(C(C)NC(=O)Nc2cc(Cl)ccc2OC)c1 (stereo not drawn) returned TbHK1 inh -16, EBV gp42 inh 2, zfTRPN1 agonist 0.8, TRPML3 ag -0.2, Furin inhibitor -21, Thrombin inh 4, Cl transport mod 1.2, Calpain2 inh -19 and PPC-1+TRAIL kill 6.
CCc1ccc(C(=O)CN2C(=O)NC(C)(c3ccc(C)cc3)C2=O)cc1 (stereo not drawn) was read as TbHK1 inh 0, EBV gp42 inh 7, zfTRPN1 agonist 2.6, TRPML3 ag 1.3, Furin inhibitor -10, Thrombin inh 1, Cl transport mod 0.67 and Calpain2 inh 11.
Cc1cccc(C(=O)NCC(=O)OCC(=O)c2cc(C)n(CC3CCCO3)c2C)c1 (stereo not drawn) was read as TbHK1 inh 0, EBV gp42 inh -9, zfTRPN1 agonist 3.1, TRPML3 ag 2.6, Furin inhibitor -12, Thrombin inh -12, Cl transport mod -0.41, Calpain2 inh 37 and PPC-1+TRAIL kill 2.
CCCCN(CCCC)c1ncnc2nc[nH]c12 was read as TbHK1 inh 6, EBV gp42 inh -6, zfTRPN1 agonist -2.1, TRPML3 ag -2.0, Furin inhibitor -12, Thrombin inh 7, Cl transport mod -2, Calpain2 inh 43 and PPC-1+TRAIL kill 13.
`COc1ccc(CNC(=O)CNC(=O)c2c(C)nn(C)c2Cl)cc1` gave TbHK1 inh -8, EBV gp42 inh -1, zfTRPN1 agonist 1.4, TRPML3 ag 0.8, Furin inhibitor -15, Thrombin inh 7, Cl transport mod 0.069, Calpain2 inh 3 and PPC-1+TRAIL kill 13.

Compound activity deposited in PubChem BioAssay by several laboratories.

The order is random. Share with any hit: about 3.6%.
